# mIDH1 inhibitor: human IDH1 R132H inhibition; O75874; IDH1-R132H enzyme, NADPH consumption, diaphorase/resazurin fluorescence; Potency, µM (top dose mostly 76.6 µM), for inactives: at the top dose activity change, negative = inhibition, most hits filed as inhibitors; 390,000 tested, 0.093% active; AID 602179; also: % is scaled to controls: 0 for no effect and ±100 for the full control effect; nearly all actives have a fitted effect of over 65% in size
#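 IDH1-R132H (0.5 ug/mL) preincubated 30 min with compound, then NADPH (0.016 mM) and alpha-KG (2 mM) added; 80 min at RT, pH 7.5. Remaining NADPH coupled via diaphorase/resazurin to fluorescence (540/590 nm); concentration-response curves normalized to no-enzyme control.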
# TrxR1 substrate: rat thioredoxin reductase 1 substrate activity; Potency, µM (titrated, usually from 114 µM), inactives show top-dose activity change, negative = substrate turnover; purified TrxR1 substrate turnover, NADPH consumption readout; AID 588456; O89049; 390,000 tested, 0.01% active; also: % is scaled to controls: 0 for no effect and ±100 for the full control effect; nearly all actives have a fitted effect of over 50% in size
#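 Rat TrxR1, dispensed at 90 nM, was prereduced with 400 uM NADPH (final) for 5 min at ~22 deg C, then incubated with compound 15 min before 400 uM selenite. A first-read NADPH fluorescence drop versus no-compound background flagged substrates.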
# Vif-APOBEC3G blk: blocks the Vif interaction with human APOBEC3G; Q9HC16; HeLa A3G-eYFP + Vif (tagged APOBEC3G with the HIV-1 protein that degrades it), YFP fluorescence, overnight; Potency, µM (top dose mostly 46.1 µM), for the others: at the top dose activity, negative = active, hits mostly inhibitors; 410,000 tested, 0.076% active;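 also: % is scaled to controls: 0 for no effect and ±100 for the full control effect; nearly all actives have a fitted effect of over 60% in size; hits raise eYFP signal because A3G escapes Vif-driven loss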
#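 HeLa cells stably expressing Vif and C-terminally eYFP-tagged A3G, seeded overnight at 37 deg C, then exposed to compound by pintool overnight at 37 deg C. Rise in yellow fluorescence (Ex 488/Em 500-530, Acumen) marks blocked Vif-driven A3G degradation.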
# rTrxR1 inhibitor: rat TrxR1 inhibition; O89049; recombinant rTrxR1, NADPH fluorescence consumption, selenite substrate; Potency, µM (titrated, usually from 114 µM), inactives show at the highest dose activity change, negative = inhibition, most hits filed as inhibitors; 390,000 tested, 1% active; also: % is scaled to controls: 0 for no effect and ±100 for the full control effect; nearly all actives have a fitted effect of over 65% in size
#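 Rat TrxR1 (90 nM in the dispensed reagent) was pre-reduced with 400 uM NADPH for 5 min at room temperature, then incubated with compound for 15 min. After 400 uM selenite was added, NADPH fluorescence (Ex 340/Em 450 nm) was followed for 8 min.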
# RXFP1 ag: agonists of human relaxin receptor RXFP1. Q9HBX9. HEK293T-RXFP1 cAMP TR-FRET, 30 min; response scale: percent of porcine relaxin response, buffer zero. Potency, µM (titrated, usually from 57.5 µM), for inactives: top-dose activation, most hits filed as activators. 370,000 tested, 0.3% active; also: % is scaled to controls: 0 for no effect and ±100 for the full control effect; nearly all actives have a fitted effect of over 60% in size; many of its hits are not listed in these tables
# Target sequence (Q9HBX9 whole entry, looked up): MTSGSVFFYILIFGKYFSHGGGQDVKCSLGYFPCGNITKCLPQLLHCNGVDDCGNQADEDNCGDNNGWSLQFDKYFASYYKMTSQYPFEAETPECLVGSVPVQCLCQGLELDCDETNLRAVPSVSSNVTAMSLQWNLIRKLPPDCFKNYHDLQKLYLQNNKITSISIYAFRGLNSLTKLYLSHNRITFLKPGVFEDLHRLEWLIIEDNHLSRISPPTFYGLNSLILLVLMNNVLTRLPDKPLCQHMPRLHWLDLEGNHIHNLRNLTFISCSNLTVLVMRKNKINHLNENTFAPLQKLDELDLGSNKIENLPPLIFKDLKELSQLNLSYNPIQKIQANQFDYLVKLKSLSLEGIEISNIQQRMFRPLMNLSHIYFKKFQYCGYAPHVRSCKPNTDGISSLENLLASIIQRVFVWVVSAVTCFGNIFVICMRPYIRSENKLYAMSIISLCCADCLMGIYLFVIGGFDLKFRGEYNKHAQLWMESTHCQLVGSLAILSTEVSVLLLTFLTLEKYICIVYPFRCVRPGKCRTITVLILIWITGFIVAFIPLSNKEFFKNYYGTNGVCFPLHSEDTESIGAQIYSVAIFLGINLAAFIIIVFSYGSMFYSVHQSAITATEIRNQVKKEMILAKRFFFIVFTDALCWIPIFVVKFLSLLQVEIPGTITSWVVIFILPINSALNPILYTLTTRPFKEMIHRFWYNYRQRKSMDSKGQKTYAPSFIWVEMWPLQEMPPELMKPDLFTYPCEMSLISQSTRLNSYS
#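 HEK293 cells stably expressing RXFP1, treated 30 min at 37C with compounds plus PDE4 inhibitor Ro 20174; cAMP measured by HTRF TR-FRET. Normalized to buffer and 29 nM porcine relaxin; EC50 by Hill fit.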
# USP1-UAF1 inh: inhibitors of human USP1/UAF1 deubiquitinase | Potency, µM (doses to about 57.1 µM), for inactives: at the highest dose activity change, negative = inhibition, actives largely listed as inhibitors | recombinant USP1/UAF1, Ub-Rhodamine cleavage fluorescence | 390,000 tested, 0.23% active | O94782; also: % is scaled to controls: 0 for no effect and ±100 for the full control effect; nearly all actives have a fitted effect of over 60% in size; inactives centre near -12
#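 In this screen, compounds sit with the deubiquitinase complex (1nM) for 15 min at room temperature before Ub-Rho is added at 150nM final. Fluorescence rise is then followed for 6 reads every 60 seconds.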
# Vif-A3F inh: inhibitors of Vif-A3F interaction | Potency, µM (doses to about 46.1 µM), inactives show at the highest dose activity, negative = active | 390,000 tested, 0.2% active | HeLa A3F-eYFP + Vif (tagged APOBEC3F with the HIV-1 protein that degrades it), YFP fluorescence increase; also: % of control where 0% means no effect; nearly all actives have a fitted effect of over 65% in size
#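 Fluorescence increase (Ex 488/Em 500-530) after overnight compound treatment at 37 deg C flags inhibition of Vif-driven A3F-eYFP loss in stable HeLa A3F-eYFP/Vif cells seeded overnight beforehand.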
# RGS4 inh: inhibitors of human regulator of G protein signaling 4; Potency, µM (top dose mostly 114 µM), without a hit: top-dose activity change, negative = inhibition, hits mostly inhibitors; Transcreener GDP fluorescence polarization, RGS4-accelerated GTP hydrolysis; 390,000 tested, 0.039% active; AID 504845; also: % is scaled to controls: 0 for no effect and ±100 for the full control effect; nearly all actives have a fitted effect of over 75% in size; some results filed as inactive show a strong effect at the top dose
# Target sequence (P49798 whole entry, looked up): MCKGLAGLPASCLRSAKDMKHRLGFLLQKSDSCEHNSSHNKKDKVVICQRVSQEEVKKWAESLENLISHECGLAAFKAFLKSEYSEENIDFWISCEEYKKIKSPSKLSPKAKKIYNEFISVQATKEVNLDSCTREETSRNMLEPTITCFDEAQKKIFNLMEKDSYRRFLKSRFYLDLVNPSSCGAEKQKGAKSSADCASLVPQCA
#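 MLSMR compounds (23 nl, pin-transferred) preincubated 10 min at room temperature with a 500nM (2x) first reagent, then RGS4 at 900nM (2x) plus Transcreener GDP mix added; fluorescence polarization (620/688 nm) read before and after 90 min at 30 °C.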
# 12-LOX inh: ALOX12 (human) lipoxygenase inhibition. P18054. purified 12hLO, xylenol orange hydroperoxide absorbance. Potency, µM (doses to about 108 µM), without a hit: top-dose activity change, negative = inhibition, hits mostly inhibitors. 580,000 tested, 1.1% active. AID 1671190; also: % is scaled to controls: 0 for no effect and ±100 for the full control effect
#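 Hydroperoxide product was detected by ferrous iron/xylenol orange as the 573 to 405 nm absorbance ratio. Arachidonic acid at 40 uM (final) was turned over for 30 min at room temperature by 150 nM human 12hLO, pH 7.0 Hepes buffer, after 15 min compound preincubation.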
# Starred values were filed as active, the others as inactive; u = inconclusive; x = not tested or not shown; & = joins results of further samples; [ ] = dose if it differs, or a comment. Calls follow the shape of the dose curve; as a rule, active = well fitted curve in the direction sought with a large enough effect; inconclusive = small, poorly fitted or top-dose-only effect, or another doubt; inactive = no such curve, though single readings can be large; an effect the other way counts as inactive or inconclusive. Potency is read from the fitted curve at half-maximal effect. Only part of the results is shown (hit frequency here may not be typical).
SMILES,mIDH1 inhibitor,TrxR1 substrate,Vif-APOBEC3G blk,rTrxR1 inhibitor,RXFP1 ag,USP1-UAF1 inh,Vif-A3F inh,RGS4 inh,12-LOX inh
Cc1ccc(C(=O)COC(=O)C2C3C=CC(C3)C2C(=O)OCC(=O)c2ccc(C)c(C)c2)cc1C (stereo not given),0%,-9%,0%,-1%,2.8%,-1%,1%,-4%,15%
Cc1ccc(C(=O)NCC(=O)Nc2ccncc2)s1,-1%,0%,-1%,23%,1.8%,-20%,7%,-16%,-24%
O=C(OCC(=O)N1CCCC1)c1cc(Cl)ccc1[N+](=O)[O-],4%,0%,-4%,5%,1.1%,0%,-14%,21%,-8%
O=C1/C(=C\c2ccc(O)cc2)SC(=S)N1c1cccnc1,3%,0%,1%,7%,2.1%,-10%,2%,-49%,-21%
COCCCNC(CC(=O)Nc1ccc(OC)cc1OC)C(=O)O (stereo not given),6%,6%,0%,15%,-1.1%,-13%,-3%,-6%,u
Cc1nn(-c2ccccc2)c(C)c1NC(=O)COC(=O)[C@@H](NC(=O)c1ccccc1)C(C)C,6%,-2%,0%,5%,-1.0%,-5%,-4%,-8%,u
O=C(Nc1ccncc1)Nc1ccccn1,0%,8%,-2%,19%,0.2%,10%,-1%,18%,0%
O=C(CN1CCC(n2nnc3cc(F)ccc32)CC1)NCCc1nc2ccccc2[nH]1,1%,0%,0%,-20%,0.4%,-2%,-12%,1%,23%
O=C(N/N=C/c1ccccc1OCc1ccccc1)c1cccnc1,11%,-2%,-26%,21%,-2.2%,-14%,-2%,-6%,0%
Cc1cc(OC(C)C(=O)NCCN2CCOCC2)c2c(C)c(C)c(=O)oc2c1 (stereo not given),-9%,85%[activator],-5%,15%,6.0%,-9%,-3%,21%,6%
CCOc1cc(CNC(=O)C2COc3ccccc3C2)cc(OCC)c1OCC (stereo not given),0%,4%[57.1 µM],-1%,24%[57.1 µM],0.4%,11%,3%,2%,10%&-13%
COc1ccc(N(CC(=O)O)S(=O)(=O)c2ccc(C)cc2)cc1Cl,12%,14%,2%,39%,2.3%,-13%,10%,10%,-7%
O=c1[nH]c(/C=C/c2ccc(OC(F)F)cc2)nc2c1cnn2-c1ccccc1,5%,48%,1%,8%[57.1 µM],1.9%,2%,-22%,11%,-12%
C[C@@H]1CN([C@@H](C)CO)S(=O)(=O)c2ccc(Br)cc2O[C@H]1CN(C)Cc1ccccn1,15%,x,-10%,x,x,-22%,3%,x,-6%
COc1ccc(OC)c(CNC(=O)c2c3c(nc4ccccc24)C(=O)N(C2CCCCC2)C3)c1,-15%,-2%[57.1 µM],-4%,5%[57.1 µM],-0.8%,-13%,3%,-8%,-16%
COc1ccc(Cl)cc1NC(=O)Cn1nnc2sc3c(c2c1=O)CCC(C(C)(C)C)C3 (stereo not given),x,5%,x,25%,-2.9%,u,x,1%,-19%
Cn1c(Oc2ccc3c(c2)OCO3)nc2c1c(=O)n(Cc1ccccc1)c(=O)n2C,0%,6%[57.1 µM],1%,10%[57.1 µM],2.0%,-10%,5%,12%[11.4 µM],-1%&57%
Cc1cc(C)cc(OCC(=O)Nc2nc3c(s2)CC(C(C)(C)C)CC3)c1 (stereo not given),5%,5%,-1%,8%,8.6%,-12%,-6%,13%,u
COc1ccc(/C=C/c2c(-c3ccc(OC)cc3)sc3ccc(N4CCOCC4)cc23)cc1,-7%,17%,-6%,-6%[57.1 µM],-0.7%,-16%,1%,-12%,x
N#C/C(=C\C=C\c1ccccc1)c1nc(-c2ccc(Cl)cc2)cs1,-1%,1%[57.1 µM],-2%,5%[57.1 µM],6.4%,-23%,-5%,-14%,1%
COC(=O)Cc1[nH]nc2c1C1(C(=O)N(Cc3ccccc3)c3ccccc31)C(C#N)=C(N)O2 (stereo not given),2%,-7%,2%,-5%,0.8%,-11%,1%,11%,-21%
CC(C)(C)OC(=O)N1Cc2ccccc2C[C@H]1C(=O)NCC(=O)NC1CCCCC1,-8%,4%,2%,10%,-0.3%,-31%,4%,8%,-2%
COc1ccc(N2C(=O)CC(Sc3n[nH]c(-c4ccc(C)cc4)n3)C2=O)cc1 (stereo not given),-2%,12%[57.1 µM],0%,5µM*,0.6%,-17%,-14%,-43%,-29%
O=C1c2ccccc2C(=O)N1C1C(=O)N2CCSC12C(=O)OCc1ccccc1 (stereo not given),-3%,-5%[11.4 µM],-1%,-18%[11.4 µM],x,4%,0%,-35%,-1%
Cc1cc(C)cc(NC(=O)N2CCC(NC(=O)c3ccc(F)cc3)CC2)c1,7%,20%[57.1 µM],-1%,-3%[57.1 µM],-1.3%,-4%,-10%,-13%,1%

# Reformatted with two lines to a compound: entries from further up
# Results follow in this order: mIDH1 inhibitor | TrxR1 substrate | Vif-APOBEC3G blk | rTrxR1 inhibitor | RXFP1 ag | USP1-UAF1 inh | Vif-A3F inh | RGS4 inh | 12-LOX inh
- Cn1c(Oc2ccc3c(c2)OCO3)nc2c1c(=O)n(Cc1ccccc1)c(=O)n2C
 : 0% | 6%[57.1 µM] | 1% | 10%[57.1 µM] | 2.0% | -10% | 5% | 12%[11.4 µM] | -1%&57%
- Cc1cc(C)cc(OCC(=O)Nc2nc3c(s2)CC(C(C)(C)C)CC3)c1 (stereo not given)
 : 5% | 5% | -1% | 8% | 8.6% | -12% | -6% | 13% | u
- COc1ccc(/C=C/c2c(-c3ccc(OC)cc3)sc3ccc(N4CCOCC4)cc23)cc1
 : -7% | 17% | -6% | -6%[57.1 µM] | -0.7% | -16% | 1% | -12% | x
- N#C/C(=C\C=C\c1ccccc1)c1nc(-c2ccc(Cl)cc2)cs1
 : -1% | 1%[57.1 µM] | -2% | 5%[57.1 µM] | 6.4% | -23% | -5% | -14% | 1%
- COC(=O)Cc1[nH]nc2c1C1(C(=O)N(Cc3ccccc3)c3ccccc31)C(C#N)=C(N)O2 (stereo not given)
 : 2% | -7% | 2% | -5% | 0.8% | -11% | 1% | 11% | -21%
- CC(C)(C)OC(=O)N1Cc2ccccc2C[C@H]1C(=O)NCC(=O)NC1CCCCC1
 : -8% | 4% | 2% | 10% | -0.3% | -31% | 4% | 8% | -2%
- COc1ccc(N2C(=O)CC(Sc3n[nH]c(-c4ccc(C)cc4)n3)C2=O)cc1 (stereo not given)
 : -2% | 12%[57.1 µM] | 0% | 5µM* | 0.6% | -17% | -14% | -43% | -29%
- O=C1c2ccccc2C(=O)N1C1C(=O)N2CCSC12C(=O)OCc1ccccc1 (stereo not given)
 : -3% | -5%[11.4 µM] | -1% | -18%[11.4 µM] | x | 4% | 0% | -35% | -1%
- Cc1cc(C)cc(NC(=O)N2CCC(NC(=O)c3ccc(F)cc3)CC2)c1
 : 7% | 20%[57.1 µM] | -1% | -3%[57.1 µM] | -1.3% | -4% | -10% | -13% | 1%

# The results go on:
SMILES,mIDH1 inhibitor,TrxR1 substrate,Vif-APOBEC3G blk,rTrxR1 inhibitor,RXFP1 ag,USP1-UAF1 inh,Vif-A3F inh,RGS4 inh,12-LOX inh
O=C(CN1C(=O)c2cccc3cccc1c23)Nc1ccc(S(=O)(=O)Nc2nccs2)cc1,1%,1%,1%,-8%,0.4%,-12%,-3%,-31%,u
Cc1c(C(=O)NCC2CCCO2)sc2nc(-c3ccc(F)cc3)cn12 (stereo not given),18%,9%[57.1 µM],6%,26%[57.1 µM],0.4%,-9%,0%,23%,-1%
CN1CCN(C(=O)/C(=C\c2cccc([N+](=O)[O-])c2)NC(=O)c2cccs2)CC1,0%,8%[57.1 µM],1%,16%[57.1 µM],2.5%,-24%,1%,-2%,-1%
CCN(CC)S(=O)(=O)c1ccc(NC(=O)Cn2ncc3c([nH]c4ccccc43)c2=O)cc1,-5%,1%,-1%,17%,1.6%,-4%,2%,3%,-25%
CCc1ccccc1NC(=O)CCn1nc(C)c2c(C)n(-c3ccccc3)nc2c1=O,-12%,-2%,-2%,16%,0.9%,-9%,0%,-25%,-26%
N=c1n(CC(=O)O)c2ccccc2n1Cc1ccccc1Cl,-2%,-3%,1%,3%,0.5%,-1%,-2%,10%,u
Cc1cc(C)nc(NS(=O)(=O)c2ccc(NC(=O)COc3ccccc3F)cc2)n1,9%,-1%,0%,5%,0.1%,-18%,-17%,7%,-11%
COc1ccc(C(=O)NC2CCCc3c2cnn3-c2cc(F)cc(F)c2)c(OC)c1OC (stereo not given),-2%,-4%,-27%,12%,2.1%,-33%,1%,-13%,20%
CCCCn1nc2cc(C(=O)NCC34CC5CC(CC(C5)C3)C4)ccc2c1OC,4%,46%[activator],-4%,24%,4.4%,-33%,0%,-10%,u
Cc1ccc(NC(=O)COC(=O)c2ccc3c(c2)OCO3)c(C)c1,-2%,-2%,6%,3%,14%,1%,-16%,19%,0%
CCOc1ccccc1/C=N/Nc1nc(C)cc(=O)[nH]1,-2%,-4%,-1%,8%,0.0%,-8%,-4%,-7%,x

# Assay outcomes from PubChem BioAssay.
